High-throughput results from PubChem BioAssay.
ER stress surv: protection against thapsigargin ER stress killing – CSM14.1 cells, ATP luminescence, primary screen | CSM14.1 thapsigargin ER stress survival | relative survival (cellular ATP), % at 15 µg/mL (by protocol) | actives 0.33% (n = 48,000) | AID 1010, 2008;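 active = survival measured by cellular ATP above 50% at 15 µg/ml in the first screen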;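 also: cell death triggered by about 15 µM thapsigargin; ATP read 24 h after thapsigargin was added; plate controls were thapsigargin with DMSO for no effect and DMSO without thapsigargin for full effect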
The depositor's hits bear a star. Not all compounds are listed (hit frequency here may not be typical).

The opening four records, to show the layout:
canonical_smiles | ER stress surv
C=CCOc1cccc(/C=N/NC(=O)C(=O)Nc2ccc(OC)cc2OC)c1 | 3
COc1cc(OC)c(/C=C2\C(=O)NC(=O)N(c3cccc(C)c3)C2=O)cc1Br | 1
Cc1c(C(=O)OC(C)C)sc(NC(=O)c2cccc(Cl)c2)c1C#N | 10
COc1ccc(OC)c(Nc2nc3nonc3nc2N2CCCCC2)c1 | 3

The whole of this part, from the first entry:
canonical_smiles | ER stress surv
C=CCOc1cccc(/C=N/NC(=O)C(=O)Nc2ccc(OC)cc2OC)c1 | 3
COc1cc(OC)c(/C=C2\C(=O)NC(=O)N(c3cccc(C)c3)C2=O)cc1Br | 1
Cc1c(C(=O)OC(C)C)sc(NC(=O)c2cccc(Cl)c2)c1C#N | 10
COc1ccc(OC)c(Nc2nc3nonc3nc2N2CCCCC2)c1 | 3
CCOC(=O)C(CCCCCOc1ccccc1F)C(=O)OCC | -1
O=c1oc(-c2ccccc2[N+](=O)[O-])nc2ccccc12 | 1
CC1CCN(CCOCCOc2ccc(F)cc2)CC1 | -4
Cc1ccccc1N1C(=O)/C(=C/c2cc(C)n(-c3cccnc3)c2C)C(=O)NC1=S | 13
CC(=O)Nc1ncc(Cc2ccc(F)cc2)s1 | 7
CC(=O)Nc1ccc(NC(=O)Cn2cnc3c2c(=O)n(C)c(=O)n3C)cc1 | 15
O/N=C(/c1ccccc1)c1cc2c(s1)CCCC/C2=N/O | 3
CCn1c2ccccc2c2cc(CNCCc3cccc(F)c3)ccc21 | -19
COc1ccc(Cl)cc1NC1=C(Cl)C(=O)N(c2ccc(Br)cc2)C1=O | 8
CC(=O)CC(=O)Nc1ccc(Cl)c(Cl)c1 | -3
COc1ccc(NC(=O)c2c(-c3c(F)cccc3Cl)noc2C)c([N+](=O)[O-])c1 | -1
CC1=NOC(=O)/C1=C/c1ccc(C)cc1 | 11
COC(=O)Oc1ccc2c(=O)c(-c3ccccc3OC)coc2c1 | 10
COc1ccc(C)cc1NC(=O)COc1ccc(Cl)cc1Cl | 2
COc1ccc(S(=O)(=O)N2CCN(Cc3ccccn3)CC2)cc1 | -4
Cc1cc(C)c(OCCNC(C)(C)C)c(Cl)c1 | -4
CCOC(=O)C1=C(C)NC(=S)NC1c1ccc(Cl)c(Cl)c1 (stereo not drawn) | 4
COc1cccc(/C=C2\SC(=S)N(CCC(=O)Nc3cccc(OC)c3)C2=O)c1 | -3
CN1CCN(CC(=O)n2c3c(c4ccccc42)CCCC3)CC1 | -5
Clc1ccc(-c2nnc(-c3ccc4c(c3)OCO4)o2)c(Cl)c1 | -19
COc1ccc(-c2nnc(NC(=O)c3ccc(C)cc3)s2)cc1OC | 1
O=C(Nc1ccccc1OC(F)(F)F)c1sc2ccccc2c1Cl | 5
COc1ccc(OC)c(C(C)NC=O)c1 (stereo not drawn) | 8
CC(C)CNC(=O)CC(=O)N/N=C/c1ccc(C(=O)O)cc1 | 14
Cc1ccc(C23CC4CC(CC(C(=O)O)(C4)C2)C3)cc1 | 11
CN1CCN(C(=O)/C(=C/c2cccnc2)NC(=O)c2cccc(Br)c2)CC1 | -2
COc1cccc(CN2CCN(C(=O)c3ccccc3)CC2)c1 | 5
CCC(=Nc1ccccc1C)C1=C(O)CC(C)(C)CC1=O | 6
O=C(CN(c1ccccc1)S(=O)(=O)c1ccccc1[N+](=O)[O-])Nc1ccc(Br)cc1 | 7
CC(Oc1ccccc1)C(=O)Nc1ccc(-c2nc3ccccc3o2)cc1 (stereo not drawn) | 12
O=C(NC(NC(=S)Nc1ccccc1Cl)C(Cl)(Cl)Cl)c1ccccc1Br (stereo not drawn) | -1
COc1cc(C2Nc3ccc4ccccc4c3C3=C2C(=O)CC(C)(C)C3)cc(OC)c1O (stereo not drawn) | -1
N#CSC(C#N)Cc1ccc([N+](=O)[O-])cc1 (stereo not drawn) | 3
COc1ccc(-c2nc3ccccc3nc2N2CCCCC2)cc1 | -1
O=C(NNS(=O)(=O)c1ccc(Br)cc1)c1ccncc1 | 10
CN1CCN(C(=O)c2ccccc2Oc2ccccc2)CC1 | 0
CCC(CC)C(=O)Nc1nc2ccc(Cl)cc2s1 | -2
Cc1ccc2c(c1)N1C(=O)c3ccccc3C1C1=C(CC(C)(C)CC1=O)N2 (stereo not drawn) | -1
COc1cc(/C=C2/C(=O)NC(=O)N(c3cccc(C)c3)C2=O)ccc1OCCOc1ccccc1 | -2
CCOC(=O)C(C#N)C(=S)Nc1ccccc1 (stereo not drawn) | 7
CC(C)C(=O)Nc1ccc(O)c(-c2nc3cc(Cl)ccc3o2)c1 | -5
Cc1ccc2oc(-c3cc(NC(=O)/C=C/c4ccccc4)ccc3O)nc2c1 | 13
CCOC(=O)C1=C(C)N=c2s/c(=C\c3ccc(N(C)C)cc3)c(=O)n2C1c1ccc(OC)c(OC)c1 (stereo not drawn) | 13
CC(=O)NNC(=O)c1ccccc1[N+](=O)[O-] | 0
CCOc1ccccc1NC(=O)c1c(N)sc2c1CCC(C)C2 (stereo not drawn) | -4
CC(=O)Nc1ccccc1NS(=O)(=O)c1ccccc1 | 8
OCCCNc1nc2ccccc2n1Cc1ccccc1 | -1
Cc1ccc(N2C(=O)C3C4CCC(O4)C3C2=O)nc1 (stereo not drawn) | 3
COc1cc(NC(=O)c2ccc(I)cc2)c(OC)cc1Cl | 3
COc1ccc(OC)c(NC(=O)C(C)Oc2ccccc2)c1 (stereo not drawn) | 15
Oc1cccnc1-c1ccccc1 | 3
COc1ccc(C(=S)N2CCCC2)c(OC)c1 | -2
COc1ccc(-c2cc(C(F)(F)F)n3nc(C(=O)Nc4ccccc4C(F)(F)F)cc3n2)cc1 | 7
Cc1ccc(NC(=O)CSc2nc3ccccc3s2)c([N+](=O)[O-])c1 | 6
Cc1ccc(-c2n[nH]c(=S)n2-c2ccccc2C)cc1 | 11
Cc1nnc(NC(=O)COc2ccccc2)s1 | 0

Individual results from the results shown:
ER stress surv result of CC(C)CNC(=O)CC(=O)N/N=C/c1ccc(C(=O)O)cc1 stands at 14
ER stress surv result of Cc1ccc(-c2n[nH]c(=S)n2-c2ccccc2C)cc1 stands at 11
ER stress surv result of CN1CCN(C(=O)c2ccccc2Oc2ccccc2)CC1 stands at 0
ER stress surv result of Oc1cccnc1-c1ccccc1 stands at 3
ER stress surv result of CCC(CC)C(=O)Nc1nc2ccc(Cl)cc2s1 stands at -2
ER stress surv result of CN1CCN(C(=O)/C(=C/c2cccnc2)NC(=O)c2cccc(Br)c2)CC1 stands at -2
ER stress surv result of COc1ccc(-c2nnc(NC(=O)c3ccc(C)cc3)s2)cc1OC stands at 1

Returning to the listing, repeating the five entries before the break.
canonical_smiles | ER stress surv
COc1ccc(C(=S)N2CCCC2)c(OC)c1 | -2
COc1ccc(-c2cc(C(F)(F)F)n3nc(C(=O)Nc4ccccc4C(F)(F)F)cc3n2)cc1 | 7
Cc1ccc(NC(=O)CSc2nc3ccccc3s2)c([N+](=O)[O-])c1 | 6
Cc1ccc(-c2n[nH]c(=S)n2-c2ccccc2C)cc1 | 11
Cc1nnc(NC(=O)COc2ccccc2)s1 | 0
COc1ccc(/C=C/C(=O)NC2CCCCCC2)cc1OC | 6
Cc1cccc(N2C(=O)/C(=C/c3ccco3)SC2=S)c1C | 6
N/C(=N/OC(=O)c1ccccc1I)c1nonc1N | -3
CCOc1ccc(NC(=O)c2ccc(C)c([N+](=O)[O-])c2)cc1 | 6
Cc1cc(NC(=O)c2ccc(C)c(C)c2)no1 | 1
CCOc1ccccc1C(=O)Nc1cc(Cl)ccc1C | 9
CCOC(=O)c1cnc(Sc2ccc([N+](=O)[O-])cc2[N+](=O)[O-])nc1N | 6
CCOC(=O)C1=C(C)N=c2s/c(=C\c3ccccc3F)c(=O)n2C1c1ccc(OC)cc1 (stereo not drawn) | 11
CCOc1ccccc1NC(=O)c1c(NC(=O)c2ccccc2Cl)sc2c1CCC2 | 4
COc1ccc(C2CC(=O)C3=C(C2)Nc2ccccc2NC3c2ccc(OC(C)=O)c(OC)c2)cc1OC (stereo not drawn) | 3
O=[N+]([O-])c1cccc(Cl)c1N1CCN(S(=O)(=O)c2ccccc2)CC1 | 2
Cc1ccc(N2C(=O)CC(NC3CCCCCC3)C2=O)cc1 (stereo not drawn) | 17
C=C(C)Cn1c(SCC(=O)O)nnc1-c1ccc(OC)c(OC)c1 | 6
CCOC(=O)CSc1nc(C)c2ccccc2n1 | 0
Cc1nc(Nc2ccccc2)c(C(F)(F)F)c(C(F)(F)C(F)(F)F)n1 | 2
C=CCc1cc(/C=C2/C(=O)NC(=O)N(c3ccc(C)cc3)C2=O)cc(OC)c1O | 0
Cc1cc(C)n(-c2nc(NC(C)(C)C)nc(NC(C)(C)C)n2)n1 | 3
O=C(CN1C(=O)/C(=C/c2ccccc2)SC1=S)Nc1cccc(O)c1 | 4
COc1ccccc1OCCCCCCN1CCCC1 | 4
Cc1ccc(S(=O)(=O)Nc2cc(-c3ccc(F)cc3)[nH]n2)cc1 | 21

Molecules from the list above that have an aryl thioether with sulfur outside any ring (4):
canonical_smiles | ER stress surv
Cc1ccc(NC(=O)CSc2nc3ccccc3s2)c([N+](=O)[O-])c1 | 6
CCOC(=O)c1cnc(Sc2ccc([N+](=O)[O-])cc2[N+](=O)[O-])nc1N | 6
C=C(C)Cn1c(SCC(=O)O)nnc1-c1ccc(OC)c(OC)c1 | 6
CCOC(=O)CSc1nc(C)c2ccccc2n1 | 0

More entries follow.
SMILES: COC(=O)c1ccc(NC(=O)Cn2nc(C)c3ccccc3c2=O)cc1
  ER stress surv: 0
SMILES: COc1ccc(OC)c(NC(=O)CN(c2ccc(Br)cc2)S(C)(=O)=O)c1
  ER stress surv: 4
SMILES: O=C(CN(c1cccc([N+](=O)[O-])c1)S(=O)(=O)c1ccccc1)Nc1ccc(F)c(Cl)c1
  ER stress surv: 0
SMILES: O=c1cc(-c2ccccc2)[nH]n1-c1ccc([N+](=O)[O-])cc1
  ER stress surv: 1
SMILES: O=C(CN(c1ccccc1)S(=O)(=O)c1ccccc1)NCCSc1ccccn1
  ER stress surv: 7
SMILES: CCC(=O)N1CC23C=CC(CC2CC12CCCCC2)O3 (stereo not drawn)
  ER stress surv: 1
SMILES: COC(=O)c1cc(NC(=O)c2cc(Br)ccc2OC)cc(C(=O)OC)c1
  ER stress surv: 14
SMILES: Cc1ccc(/C(O)=C/C(=O)C(=O)NCc2ccccc2)cc1
  ER stress surv: -3
SMILES: COc1ccc(OC)c(NC(=S)NC(=O)/C=C/c2ccccc2)c1
  ER stress surv: 8
SMILES: O=C1C2C3c4ccccc4C(c4ccccc43)C2C(=O)N1C12CC3CC(CC(C3)C1)C2 (stereo not drawn)
  ER stress surv: 7
SMILES: NC(=O)c1ccccc1NC(=O)COc1cccc2ccccc12
  ER stress surv: 2
SMILES: O=[N+]([O-])c1ccc(-c2nc(-c3ccc(C(F)(F)F)cc3)no2)cc1
  ER stress surv: 0
SMILES: O=C1c2ccccc2C(=O)N1CCc1nc2ccccc2c(=O)n1-c1ccc(Br)cn1
  ER stress surv: -2
SMILES: Cc1nc2sccn2c1C(=O)N/N=C/c1ccccc1O
  ER stress surv: 11
SMILES: CC(=O)Nc1ccc(N/C=C/C(=O)c2ccccc2)cc1
  ER stress surv: 10
SMILES: COc1cccc(CNc2ccc3c(c2)nc(C)n3C)c1OC
  ER stress surv: -1
SMILES: COc1ccc(C(=O)N2CCCN(C(=O)c3ccc(OC)cc3)CC2)cc1
  ER stress surv: 6
SMILES: O=C(NCc1ccc(Cl)cc1)C(=O)NN=C1CCCCC1
  ER stress surv: 15
SMILES: COc1ccccc1NC(=O)c1ccn(C(=O)c2cccc(I)c2)n1
  ER stress surv: 0
SMILES: Cc1cc(OCC(=O)Nc2ccc(F)c([N+](=O)[O-])c2)ccc1Cl
  ER stress surv: 7
SMILES: O=C(CSc1nc2sc3c(c2c(=O)[nH]1)CCCC3)NCc1ccccn1
  ER stress surv: 4
SMILES: CCOc1ccccc1C=Nc1ccc(C(N)=O)cc1
  ER stress surv: 9
SMILES: CC1(C)Cc2c(sc3nc(CC(N)=O)n(Cc4ccccc4)c(=O)c23)CO1
  ER stress surv: 7
SMILES: CCOc1ccc(-c2cc(C(=O)NC(C)C)c3ccccc3n2)cc1
  ER stress surv: -1
SMILES: COC(=O)COc1ccc(/C=C2\C(=O)NC(=S)N(c3ccc(F)cc3)C2=O)cc1OC
  ER stress surv: 8

SMILES: COc1ccccc1/C=N/n1cnnc1
  ER stress surv: 3
SMILES: CCOC(=O)N1CCN(c2nc(=S)n(-c3ccccc3)c(C)c2C(C)=O)CC1
  ER stress surv: 2
SMILES: CCOc1ccc(NC(=O)c2c(NC(=O)c3cccnc3)sc3c2CCC3)cc1
  ER stress surv: 4
SMILES: Cc1c(-n2c(O)c(C3=c4ccccc4=NC3=O)sc2=O)c(=O)n(-c2ccccc2)n1C
  ER stress surv: 12
SMILES: CCOc1ccc2nc(SCC(=O)c3ccccc3)sc2c1
  ER stress surv: 7
SMILES: Cc1ccccc1NC(=S)NC(=O)C12CC3CC(CC(C3)C1)C2
  ER stress surv: -3
SMILES: O=C(c1ccc(Br)cc1)N1CCC(c2ccccc2)C1 (stereo not drawn)
  ER stress surv: 9
SMILES: O=C(/C=C/c1ccc(-c2ccc(Cl)cc2Cl)o1)c1ccco1
  ER stress surv: -6
SMILES: CC1(C)Cc2c(sc3nc(Nc4ccccc4)n(N)c(=O)c23)CO1
  ER stress surv: 5
